Bioassay records: PubChem, several laboratories
NOD1 NF-kB reporter: inhibition of NOD1-driven NF-kB reporter – cell-based, luminescence, uHTS, primary screen (AID 1578); NOD1-driven NF-kB luciferase reporter cells, luminescence; higher % means a stronger effect; one-dose inhibition, % at 4 µM; EC50 in µM for titrated hits; 1% of 290,000 active; in the data active means inhibition mostly above about 36%, no sharp cut-off; inactive means mostly below about 34%;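 further: HEK-293T reporter cells stimulated with the NOD1 agonist gamma-tri-DAP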
GPR55 beta-arrestin: selective activators of receptor GPR55 – imaging, U2OS cells, beta-arrestin-GFP redistribution, primary screen (AID 1961); U2OS GPR55 beta-arrestin-GFP redistribution imaging; higher % means a stronger effect; activation, % at 10 µM; hits with a dose series show EC50 in µM; 0.048% of 290,000 active;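 active means activation above 40% with more than 50 cells counted in the well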;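 further: U2OS osteosarcoma cells stably expressing GPR55 and beta-arrestin-GFP; plate controls were DMSO negative control for no effect and LPI positive control for full effect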
Myeloid diff 2: compounds promoting myeloid differentiation; calls only at 10 µM; ER-HoxA9 myeloid progenitors, lysozyme-GFP differentiation, flow cytometry; 1% of 360,000 active;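 active means normalized GFP-positive differentiation at or above the plate's own cutoff, the solvent-only control mean plus 3 SD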;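 further: cells exposed to compound for four days before flow analysis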
KOR beta-arrestin-1: KOR antagonists, beta-arrestin recruitment, cell-based, luminescence, uHTS (AID 1778) | KOR beta-arrestin recruitment, luminescence, antagonist mode; higher % means a stronger effect | inhibition, % at 10 µM, or IC50 in µM where a hit was titrated | 0.091% of 290,000 active; further: strong numbers were not always called active
GPR55 LPI antagonism: GPR55 antagonists blocking LPI-driven arrestin recruitment, primary screen, imaging, U2OS, beta-arrestin-GFP, LPI agonist (AID 2013). U2OS GPR55 beta-arrestin-GFP translocation imaging, LPI antagonism; higher % means a stronger effect. inhibition, % at 10 µM, or IC50 in µM where a hit was titrated. 0.13% of 290,000 active;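 active means spots per cell inhibited over 60%, with over 100 cells counted and total cytoplasm intensity under 500,000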;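 further: U2OS cells stably carrying GPR55 and arrestin-GFP stimulated by 5 µM LPI near EC80; imaged beta-arrestin-GFP aggregate spots per cell after agonist stimulation; plate controls were LPI-stimulated DMSO wells for no effect and DMSO wells without LPI for full effect; some results filed as inactive read as strong as hits; confirmed hits need IC50 under 10 µM and bright autofluorescent wells are also inconclusive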
KOR beta-arrestin-2: kappa opioid receptor activators – cell-based, luminescence, uHTS, primary screen (AID 1777) | KOR beta-arrestin recruitment, luminescence; higher % means a stronger effect | one-dose activation, % at 10 µM; EC50 in µM for titrated hits | 0.02% of 280,000 active; in the data active means activation above about 50%, passing the limit was not always enough; further: a part of the inactive calls stands beside numbers as strong as those of hits
T cell HTS: modulates CD8 T cell binding to vesicles; 0.068% of 330,000 active; 2C CD8+ T cell-vesicle binding, flow cytometry; active compounds read low; calls only at 7 µM;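 active means response, share of CD8 T cells binding vesicles, and their 90th percentile fluorescence all below set limits, cut at about 80% in these data, passing the limit was not always enough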
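incubation = binding step 1.5 h, 37 °C, antibody labelling 20 min, ice | test system = 2C mouse CD8+ T cells | read-out basis = percent CD8+ FL2 mean versus row control | controls = Peptide-free naked vesicles (low) and QL9 vesicles with 0.7% DMSO vehicle (high) | detection = flow cytometry of vesicle-bound cells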
NTR1 agonist: agonists of NTR1, primary screen, imaging, U2OS cells, beta-arrestin-GFP, high content (AID 493036) | NTR1-U2OS beta-arrestin-GFP spot imaging, agonist mode | activation, % at 20 µM | 0.17% of 330,000 active;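 active means activation at or above 40% of the spot to cytoplasm intensity ratio, with at least 20 cells analyzed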;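 further: 0% = DMSO without peptide and 100% = 100 nM NTR1 peptide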
Target sequence (P30989 whole entry, looked up): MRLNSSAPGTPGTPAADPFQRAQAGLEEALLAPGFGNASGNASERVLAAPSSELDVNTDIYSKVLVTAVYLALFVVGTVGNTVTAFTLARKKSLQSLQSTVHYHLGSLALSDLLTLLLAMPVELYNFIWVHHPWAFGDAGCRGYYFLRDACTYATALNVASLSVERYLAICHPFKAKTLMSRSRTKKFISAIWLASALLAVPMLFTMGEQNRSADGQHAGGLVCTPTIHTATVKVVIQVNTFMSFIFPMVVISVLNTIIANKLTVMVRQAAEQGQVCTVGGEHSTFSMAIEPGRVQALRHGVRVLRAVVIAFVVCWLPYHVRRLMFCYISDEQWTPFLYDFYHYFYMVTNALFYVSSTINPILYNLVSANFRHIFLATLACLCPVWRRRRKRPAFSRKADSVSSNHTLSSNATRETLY
NOD2 inhibition: inhibition of NOD2-driven NF-kB reporter – cell-based, luminescence, uHTS, HEK293 (AID 1566) | HEK293 NOD2/NF-kB luciferase reporter, luminescence; higher % means a stronger effect | one-dose inhibition, % at 4 µM; EC50 in µM for titrated hits | 0.63% of 290,000 active; further: many of its hits are not listed in these tables
T cell HTS vesicle-bound %: recorded beside T cell HTS, whose call it bears; double positive events, %; measured here: CD8+ vesicle-bound cell fraction;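 binding gate set so that unloaded-vesicle control wells show 10% double positive cells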
NTR1 agonist cell count 20 µM: further read-out of NTR1 agonist, marked with its call; cell count; measured here: cell count, cytotoxicity flag
Myeloid diff 2 GFP+ MAC1+ %: second read-out of Myeloid diff 2, no call of its own (marks repeat the call); GFP+ MAC1+ double positive, %; measured here: differentiation confirmed by MAC1 staining
* marks the source's active call; other numbers are inactive results; i = inactive; nt = not tested or not shown; + = active, no number; [ ] = remark or other dose. Unless noted, no stated cut-off is given here; in the data, active means inhibition above about 50%; inactive means the rest.

SMILES	NOD1 NF-kB reporter	GPR55 beta-arrestin	Myeloid diff 2	Myeloid diff 2 GFP+ MAC1+ %	KOR beta-arrestin-1	GPR55 LPI antagonism	KOR beta-arrestin-2	T cell HTS	T cell HTS vesicle-bound %	NTR1 agonist	NTR1 agonist cell count 20 µM	NOD2 inhibition
Cc1cccc(N2CCN(C(=O)c3ccc4c(c3)c(C)c(C)n4C)CC2C)c1 (configuration not stated)	12%	-0.1%	i	2.7	-57%	-16%	6.2%	i	4	2.3	55	-32%
O=C(NCc1ccccc1)c1ccc(OC2CSC2)cc1	-39%	0.2%	i	0.4	34%	-5%	-0.3%	i	28	-1.2	79	-4%
CCOC(=O)c1nnn(-c2nonc2-c2ccccc2)c1C	-9%	-0.1%	i	0.6	10%	26%	-3.0%	i	19	2.0	39	9%
COc1ccc([N+](=O)[O-])cc1NC(=O)C(C)Sc1nc(-c2ccccc2)cs1 (configuration not stated)	18%	0.2%	i	0.6	-15%	4%	1.5%	+	nt	2.2	69	0%
COc1ccccc1NC(=O)c1cc(Cl)nc2ccccc12	-5%	0.1%	i	0.4	14%	-5%	0.1%	i	55	0.0	47	21%
O=C(CSc1nc2ccccc2[nH]1)c1ccc(Cl)s1	-18%	-0.1%	i	0.5	15%	-5%	-1.5%	i	6	0.8	40	4%
COC(=O)C1(C)NC(c2ccc(O)cc2)C2C(=O)N(c3ccccc3)C(=O)C21 (configuration not stated)	-7%	0.5%	i	0.2	-2%[20 µM]	1%	-4.7%	i	12	-0.8	67	2%
COc1ccc(-c2nc(S(=O)(=O)c3ccc(C)cc3)c(N3CCCC3)o2)cc1	11%	-0.1%	i	0.8	3%	4%	0.3%	i	36	1.3	49	6%
Cc1ccc(C)c(NS(=O)(=O)c2ccc(NC(=O)CSc3ccc(Cl)cc3)cc2)c1	2%	0.1%	i	0.0	3%	6%	-1.3%	i	63	14	85	-4%
NC(=O)CSc1nc(-c2ccccc2)c(-c2ccccc2)o1	-12%	-0.5%	i	8.0	-6%	7%	-1.9%	i	41	-0.6	35	19%
COc1ccc(CN(CC2CCC(C(=O)O)CC2)C(=S)Nc2cccc(C)c2)cc1 (configuration not stated)	-29%	0.6%	i	0.3	-20%	-2%	-2.4%	i	25	2.6	35	-4%
Cc1oc(-c2ccc(Cl)cc2)nc1CS(=O)CC(=O)NCc1ccccn1 (configuration not stated)	-12%	-0.1%	i	2.8	3%	2%	-2.2%	i	27	0.2	79	10%
CCn1c(=NC(=O)CN2C(=O)CCC2=O)sc2c(OC)ccc(OC)c21	-8%	-0.1%	i	3.2	-14%	-6%	1.3%	i	24	-4.0	42	0%
O=C(c1ccc2c(c1)OCCCO2)N1CCCCC1	4%	0.3%	i	0.4	21%	-1%	3.6%	i	38	1.8	57	0%
Cc1cccc(C2NC(=O)c3ccccc3O2)c1 (configuration not stated)	-27%	0.3%	i	0.1	-45%[20 µM]	18%	3.1%	i	44	0.2	52	3%
CN(CC(=O)NCc1ccc(Cl)cc1)S(=O)(=O)c1cccs1	14%	0.3%	i	1.8	-12%	-3%	6.7%	i	15	12	44	-8%
COc1cccc(CN2CC(C(=O)N(C)Cc3[nH]c4ccccc4c3C)CCC2=O)c1 (configuration not stated)	-7%	-0.1%	i	0.2	-16%	4%	3.4%	i	17	-1.6	72	-1%
COC(=O)c1ccc(N)c(N=CC2=C(O)CC(C)(C)CC2=O)c1	-14%	0.1%	+	2.5*	15%	-6%	-7.8%	i	44	2.7	48	-3%
CCC(=O)c1ccc(OCc2ccc(C(=O)OC)o2)c(OC)c1	-5%	0.2%	i	1.0	39%	-7%	10%	i	18	-1.7	38	3%
CCC(C)NC(=O)CSc1nc2c(sc(=S)n2Cc2ccco2)c(=O)n1-c1ccccc1 (configuration not stated)	10%	-0.2%	i	0.6	-24%	17%	1.7%	i	35	6.2	66	12%
CCOc1ccccc1/C=N/NC(=O)c1cccc(S(=O)(=O)N2CCOCC2)c1	-32%	0.1%	i	0.6	-30%	-2%	-1.5%	i	56	-0.1	51	13%
O=C(O)c1cccc(NC(=S)NC(=O)C(c2ccccc2)c2ccccc2)c1	29%	-0.2%	i	3.4	-18%	17%	-0.6%	i	51	0.9	56	-3%
Fc1ccc(C(c2nnnn2C2CCCC2)N2CCN(Cc3ccncc3)CC2)cc1 (configuration not stated)	-3%	0.3%	+	5.2*	-6%	15%	1.1%	i	25	-0.5	61	4%
CN(C)c1cccc(N=C2C=C(N3CCOCC3)CC(C)(C)C2)c1	-15%	-0.1%	i	0.4	-25%	8%	-3.3%	i	43	-1.5	70	-9%
COc1ccc(OCC(O)Cn2c(=N)n(CCN3CCOCC3)c3ccccc32)cc1 (configuration not stated)	0%	-0.3%	i	2.1	nt	-10%	nt	i	37	1.7	38	16%
Additional structures:
SMILES	NOD1 NF-kB reporter	GPR55 beta-arrestin	Myeloid diff 2	Myeloid diff 2 GFP+ MAC1+ %	KOR beta-arrestin-1	GPR55 LPI antagonism	KOR beta-arrestin-2	T cell HTS	T cell HTS vesicle-bound %	NTR1 agonist	NTR1 agonist cell count 20 µM	NOD2 inhibition
Cc1cccc(NC(=O)c2cccc(C(=O)Nc3cccc(C)c3C)n2)c1C	-24%	-0.2%	i	0.3	-50%[20 µM]	-13%	0.9%	i	64	6.3	54	1%
O=C(N/N=C/c1cccc([N+](=O)[O-])c1)C(=O)N1CCCCCC1	-17%	0.0%	i	1.3	17%	12%	2.5%	i	34	-1.6	54	2%
O=C(Nc1ccn(Cc2ccc(F)cc2)n1)c1ccncc1	23%	-0.1%	i	1.5	16%	-18%	-5.5%	i	35	-0.3	30	20%
Cc1cc(C)c(S(=O)(=O)NCCn2c(C)cc3ccccc32)c(C)c1	8%	-0.3%	i	4.0	31%	21%	-0.8%	i	28	4.7	51	8%
CN(C)CCCOc1cccc(Oc2ccccc2)c1	-22%	-0.2%	i	0.2	3%	16%	0.2%	i	35	0.1	31	12%
O=C(COC(=O)Cc1cccc(C(F)(F)F)c1)Nc1cccc2ccccc12	-23%	-0.2%	i	0.7	-20%	5%	1.1%	i	13	4.4	58	2%
COc1ccc(NC(C)=O)cc1S(=O)(=O)NC1CCSc2ccccc21 (configuration not stated)	-41%	0.4%	i	0.6	9%	-10%	0.8%	i	44	0.4	46	-1%
COc1ccc(N2CCN(C(=O)c3cc(=O)c4ccc(C)cc4o3)CC2)cc1	-9%	-0.2%	i	0.6	6%	-5%	4.3%	i	60	1.0	63	1%
Cc1cc(NC(=O)CCC(=O)N(CC(=O)NC2CCCC2)c2ccc(F)c(Cl)c2)no1	12%	-0.1%	i	5.1	-13%	3%	1.0%	i	23	-1.9	54	3%
COC(=O)c1ccc2nc(C)cc(Nc3ccccc3C)c2c1	-5%	0.3%	i	2.9	0%	8%	-3.7%	i	28	-0.3	88	21%
Cc1ccc(C(c2sc3ncnn3c2O)N2CCC(C)CC2)cc1 (configuration not stated)	-31%	-0.5%	i	2.1	17%	12%	-0.7%	i	56	2.7	54	-2%
COc1ccc(OCCSc2nnc(CCNC(=O)c3ccc(OC)cc3)n2C)cc1	4%	-0.1%	i	8.2	4%	18%	0.3%	i	12	-1.2	68	6%
COc1ccc(Cn2nnnc2CN2CCC(c3nc4ccccc4s3)CC2)cc1	-5%	-0.1%	i	4.8	4%	11%	1.3%	i	1	0.2	87	0%
Cc1ccc(-n2[nH]c(C)c(/C=N/N3C(=O)c4cccc5cccc(c45)C3=O)c2=O)cc1	-51%	0.3%	i	0.2	6.3µM*	20%	-7.3%	i	58	2.2	42	-102%
CCN(CC)CCNc1ccnc2cc(Cl)ccc12	-30%	-0.2%	i	1.0	1%	0%	0.5%	i	20	0.1	61	-11%
O=C(O)CCC(=O)Nc1cc(C(F)(F)F)cc(C(F)(F)F)c1	-12%	0.6%	i	1.4	-35%	-1%	0.4%	i	24	0.7	44	25%
CCOc1ccc(N2CC(C(=O)NC3CCCC3)CC2=O)cc1 (configuration not stated)	-30%	nt	i	0.5	23%	17%	-1.7%	i	37	0.3	58	-2%
Cn1cc(C(=O)c2ccc(Cl)cc2Cl)cc1C(=O)N/N=C(\N)COc1ccccc1	-26%	0.0%	i	2.3	8%	-6%	4.6%	i	16	-1.0	40	-25%
CCCNC(=S)N1CCC(NC(=O)C23CC4CC(CC(C4)C2)C3)CC1	-32%	0.1%	i	0.7	-12%	-8%	-3.8%	i	64	0.4	88	7%
CC(C)(C)NC(=O)C(c1ccc(OCC(N)=O)cc1)N(C(=O)c1cccnc1)C1CC1 (configuration not stated)	9%	0.7%	i	0.8	-15%	13%	3.8%	i	45	-2.6	84	9%
COc1ccc(CNC(=O)C2CCCN(c3nccc(C)n3)C2)cc1 (configuration not stated)	-26%	-0.4%	i	1.6	7%	1%	-0.4%	i	17	-2.3	80	13%
CCn1c(SCC(=O)N2CCN(c3ccccc3)CC2)nc2c([nH]c3ccccc32)c1=O	-42%	-0.2%	i	2.5	6%	8%	-1.7%	i	62	2.5	85	2%
COc1cccc(CN2CCC(n3nccc3NC(=O)CCOc3ccccc3)CC2)c1O	-16%	0.2%	i	0.9	-26%	2%	2.0%	i	22	2.1	46	4%
CC(=O)/C(N=Nc1cc(C)ccc1O)=C(\C)O	-16%	-0.2%	+	10*	13%[20 µM]	10%	-1.5%	i	42	-0.5	48	-26%
CCn1c(C(C)NC(=O)c2ccc(Cl)cc2)n[nH]c1=S (configuration not stated)	-18%	-0.3%	i	0.8	-4%	3%	0.3%	i	43	0.9	64	19%
O=C(CN1C(=O)c2ccc([N+](=O)[O-])cc2C1=O)NCc1ccc(C(=O)O)cc1	-26%	-0.1%	i	0.3	15%[20 µM]	-9%	-8.7%	i	32	1.3	63	11%
COc1ccc(CCNC(=O)COC(=O)c2cc(OC)c(OC)cc2OC)cc1	-32%	0.3%	i	0.3	-21%	0%	2.7%	i	52	3.1	76	26%
COCc1cc(C)nc2sc(C(=O)OC)c(N)c12	nt	0.6%	i	0.8	10%	-1%	-2.8%	i	41	1.5	99	3%

These rows are one share of the data, so the mix of outcomes need not match the whole.
